# Compound activity deposited in PubChem by several laboratories.
# aSyn 5UTR inh – MLPCN primary screen, SNCA 5' untranslated region. alpha-synuclein 5'UTR reporter, inhibitor activity. 300,000 tested, 0.82% active. inhibition, % (tested at 7.5 µM); in the data active means inhibition above about 60%;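 further: H4 neuroglioblastoma cells stably carrying SNCA 5'UTR luciferase fusion; 0% = DMSO wells and 100% = positive control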
# HSF1 inhib – HSF1 inhibition | NIH3T3-HGL HSE-luciferase, MG132-induced, luminescence 8 h; stronger effect = lower value | activity change, negative = inhibition, % at 7.5 µM (by protocol) | 300,000 tested, 0.77% active;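 active means more than half of replicate wells show activity change below -50%, luminescence cut by over half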;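 further: luciferase reports HSF-1 transcriptional activity via heat shock element; 0% = median of DMSO wells and -100% = zero luminescence signal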
# HSP90 inh – blocks HSP90-mediated luciferase refolding in reticulocyte lysate | Rabbit reticulocyte lysate, luciferase refolding luminescence, 3 h | inhibition, % at 5.6 µM | 290,000 tested, 0.91% active;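 active means inhibition above the screen-wide mean plus 3 SD, computed separately per campaign, cut at about 16% in these data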;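 further: 0% = DMSO wells and 100% = 60 µM geldanamycin wells; inhibitors lower the luminescence because luciferase stays unfolded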
# GSK3 alpha inh – human GSK-3 alpha kinase inhibition. P49840. ADP-Glo luminescence, 60 min. inhibition, % at 10 µM. 320,000 tested, 0.1% active;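 in the data active means inhibition above about 50%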;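 further: GST-tagged GSK-3 alpha with peptide substrate and 25 µM ATP; 0% = DMSO neutral wells and 100% = GW8510 positive control wells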
# Target sequence (P49840 whole entry, looked up): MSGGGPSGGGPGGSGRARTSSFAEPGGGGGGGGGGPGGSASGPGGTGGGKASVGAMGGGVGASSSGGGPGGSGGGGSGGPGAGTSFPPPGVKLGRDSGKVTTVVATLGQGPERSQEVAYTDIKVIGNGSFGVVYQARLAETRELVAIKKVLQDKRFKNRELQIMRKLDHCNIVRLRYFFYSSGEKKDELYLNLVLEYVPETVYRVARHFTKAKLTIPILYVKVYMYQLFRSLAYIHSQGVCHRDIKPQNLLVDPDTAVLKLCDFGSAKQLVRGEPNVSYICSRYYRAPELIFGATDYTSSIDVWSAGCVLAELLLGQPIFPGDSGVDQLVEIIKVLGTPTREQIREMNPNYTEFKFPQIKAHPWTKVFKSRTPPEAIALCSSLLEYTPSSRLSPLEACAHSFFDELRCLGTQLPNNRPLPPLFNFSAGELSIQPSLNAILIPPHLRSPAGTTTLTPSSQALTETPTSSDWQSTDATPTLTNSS
# KLF5 inh – kruppel-like factor 5 inhibition; DLD-1 KLF5 promoter-luciferase reporter, luminescence; inhibition, % at 5 µM; 290,000 tested, 0.23% active; AID 1700;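 active means inhibition above a per-plate limit of that plate's mean compound inhibition plus 3 SD, cut at about 60% in these data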;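 further: 0% = DMSO wells and 100% = LY294002 at 200 µM; higher means less KLF5 promoter-driven luciferase light; inactives centre near -14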
# HSF-1 act – increases HSF-1 driven luciferase reporter signal; NIH3T3-HGL HSF-1 luciferase reporter, MG132, 8 h; 100% = twice DMSO control signal; activation, % at 9 µM; 300,000 tested, 1.7% active; AID 504408;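 active means mean replicate activation of at least 50% with a set share of replicates each reaching 50%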;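 further: 0% = median of the neutral control wells and 100% = twice that signal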
# AI-2 QS modul – modulates the Vibrio harveyi AI-2 quorum sensing system | Vibrio harveyi JMH597 AI-2 luminescence/OD600 ratio, 9 h; stronger effect = lower value; strain lacks LuxN and CqsS sensors; 0 = neutral-control median | 300,000 tested, 0.4% active | AID 2094 | activity change, % at 7.5 µM; in the data active means activity change below about -75%, passing the limit was not always enough;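 further: luminescence divided by OD600 gain over 9 h not by final OD600 alone; inactives centre near 13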
# IEC-6 cytotox – IEC-6 cytotoxicity, counter-screen for KLF5 inhibitors | luminescence viability | inhibition, % at 5 µM | 290,000 tested, 0.78% active | AID 1825; in the data active means inhibition above about 22%;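 further: 0% = plate median of test compound wells and 100% = cytotoxic reference compound wells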
# GSK3B inh – human GSK3beta kinase inhibition. P49841. GST-GSK3beta kinase, ADP-Glo luminescence, 60 min; stronger effect = lower value. activity score (negative = inhibition), % at 10 µM. 300,000 tested, 0.038% active. AID 2097;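 active means more than half of replicate wells score below -50%, meaning over 50% inhibition versus plate controls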;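 further: 0% = median DMSO wells and -100% = median GW8510 positive control wells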
# Target sequence (P49841 whole entry, looked up): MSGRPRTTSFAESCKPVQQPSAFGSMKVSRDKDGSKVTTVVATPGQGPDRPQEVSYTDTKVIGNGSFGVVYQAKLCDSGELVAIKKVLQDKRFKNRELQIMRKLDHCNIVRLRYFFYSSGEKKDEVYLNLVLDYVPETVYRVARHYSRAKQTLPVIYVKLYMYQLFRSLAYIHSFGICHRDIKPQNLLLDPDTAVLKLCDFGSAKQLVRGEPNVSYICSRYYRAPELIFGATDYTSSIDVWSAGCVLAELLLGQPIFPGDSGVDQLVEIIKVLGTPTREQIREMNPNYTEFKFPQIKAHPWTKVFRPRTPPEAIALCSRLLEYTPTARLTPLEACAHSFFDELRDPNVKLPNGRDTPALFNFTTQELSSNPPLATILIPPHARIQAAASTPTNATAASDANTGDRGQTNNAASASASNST
#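 Test system – GST-tagged human GSK3beta kinase, cell-free · Incubation – 60 min enzyme reaction, room temperature · Signal – ADP-Glo luminescence · Also added – peptide substrate and ATP at 25 µM · Controls – DMSO neutral wells and GW8510 at 20 µM as positive · Buffer or medium – Tris/MgCl2 kinase buffer · Measure – Luminescence-derived activity versus plate DMSO and GW8510 wells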
# HIF activator – HIF pathway transcriptional activation | 300,000 tested, 0.32% active | activation, % at 7.5 µM (by protocol) | U2OS HRE-luciferase reporter, luminescence; normalized: DMSO 0%, desferrioxamine 100%;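 active means mean activation of at least 10% of the iron chelator positive control signal, with at least half of replicates also reaching 10%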
# * = called active by the depositor; nt = no result given.
SMILES,aSyn 5UTR inh,HSF1 inhib,HSP90 inh,GSK3 alpha inh,KLF5 inh,HSF-1 act,AI-2 QS modul,IEC-6 cytotox,GSK3B inh,HIF activator
Cc1ccc(-c2nnc(N)s2)cc1,-49,6,7,8,-5,7,8,6,-5,1.2
Cc1noc(NS(=O)(=O)c2ccc(NC(=O)CSc3nnc4c(n3)[nH]c3ccccc34)cc2)c1C,4,-4,-2,8,-5,5,38,-2,0,0.3
O=C(O)C1=C[C@@H](c2ccccc2)C[C@@H](OCc2ccc(CO)cc2)O1,8,0,3,0,-8,-3,15,-1,3,-3.2
COc1ccc(CCNC2=NCCS2)cc1,-15,-4,-3,-2,-21,0,-4,1,1,0.8
Cc1ccc(/C=C2\SC(=S)N(CC3CCCO3)C2=O)o1 (centres undefined),-68,0,11,0,4,3,10,-3,0,-0.4
Cc1ccccc1-c1nn(-c2ccc(F)cc2F)cc1CNCCCN(C)C,15,-3,-3,-10,-34,19,6,4,-1,-0.9
CCC1Sc2ccc(S(=O)(=O)CCC(=O)Nc3ccc(OC(F)(F)F)cc3)cc2NC1=O (centres undefined),47,-9,-2,-2,5,-4,10,3,2,-0.5
CC(C)CCNC(=O)c1ccc2nc[nH]c2c1,-32,0,-1,2,-61,-6,2,-1,-2,0.6
CC(OC(=O)/C=C/c1cccs1)C(=O)Nc1ccc(S(N)(=O)=O)cc1 (centres undefined),9,5,4,nt,7,10,8,1,-1,0.0
CC1(C)CC(=O)C2=C(C1)N(CCN1CCOCC1)C1=C(C(=O)CC(C)(C)C1)C2c1cccc(Cl)c1,4,-4,2,-1,-45,6,13,6,1,-0.2
COc1c(OC(C)=O)ccc(/C=C/c2ccc3cccc(OCc4ccccc4)c3n2)c1[N+](=O)[O-],-129,45,14,2,-24,61*,24,-1,1,4.0
OCC(CO)(CO)NC(=S)Nc1cc(Cl)cc(Cl)c1,-5,-7,-2,1,-29,8,9,-6,0,-0.6
Cc1ccc(N2C(=O)C3C4CC(=O)C(c5ccccc54)C3C2=O)cc1 (centres undefined),6,-2,4,1,-13,11,1,0,4,-1.0
COc1ccc(NC(=O)CCN2C(=O)c3ccccc3C2=O)c(OC)c1,2,3,4,-1,-44,15,9,-7,0,-0.8
COc1ccc(CN2CCN(CC3CC3)CC2CCO)c(C)c1C (centres undefined),8,-1,1,-6,-18,-11,8,6,1,-0.8
CN1CCc2c(sc(NC(=O)Cc3ccc(F)cc3)c2C(N)=O)C1,-13,1,-2,0,3,-3,20,-4,4,-0.1
O=C(Nc1ccccc1)Nc1ccc2nnsc2c1,-145,30,2,4,-83,48,-34,3,0,1.9
Cn1ncc(Cl)c1C(=O)N1CCc2ccccc21,-27,-3,4,-1,17,-8,18,1,2,0.1
O=C(NN=C(Cc1ccccc1)Cc1ccccc1)c1ccncc1,-16,0,1,13,9,5,14,3,2,0.1
CC(/C=C1\SC(=O)N(CC(=O)Nc2ccc(O)cc2)C1=O)=C\c1ccccc1,-15,3,-3,-1,12,33,-5,0,1,0.5
Cc1ccccc1NC(=S)N(Cc1ccco1)C(C)c1cccs1 (centres undefined),6,3,-1,-1,-21,-8,3,-5,2,-0.3
Cc1cc(C)c[n+](CC(=O)c2ccccc2)c1,5,-7,1,1,-19,5,19,7,-3,-3.1
Cc1ccc(-c2cc3nc(C)cc(NCc4ccco4)n3n2)cc1,-157,25,4,0,-124,31,8,7,-2,1.4
COc1cc(/C=N/NC(=O)c2ccccn2)ccc1OC(=O)c1ccc(Br)cc1,-84,14,-1,0,-129,23,30,-13,1,1.7
O=C1CCN(S(=O)(=O)c2ccccc2)N1,10,-4,3,-8,15,15,-3,0,1,-0.4
Cc1c(N=N/C(C(=O)Nc2ccccc2)=C(/O)c2ccccc2)c(=O)n(-c2ccccc2)n1C,28,4,2,-2,-2,10,36,7,4,-1.6
CCOc1ccc(NC(=O)C(C)Sc2nnc(C)n2C)cc1 (centres undefined),-7,-3,-1,3,-21,5,16,8,-4,0.0
COCCNC(=S)N1CCN(C(=O)C(=O)Nc2ccc(C(=O)OC)cc2)CC1,-2,-5,-2,-3,3,16,21,1,0,0.2
Cc1cc(C)c2cc(C(=O)N3CCC(Cc4ccccc4)CC3)[nH]c2c1,6,-7,7,-1,10,8,11,0,2,0.0
CC(=O)Nc1ccc(NC(C)=O)c(NC2OCC(O)C(O)C2O)c1 (centres undefined),12,-1,2,-5,-24,20,28,-4,-2,-0.3
O=C(CSc1nnc(NC(=O)c2ccco2)s1)NC1CCCC1,17,-1,7,2,-42,-3,1,-3,-2,0.4
COC(=O)c1cccc(C23CC4(C2)[C@H](CN(C)[C@@H]4c2ccccc2)C3c2ccc(C(F)(F)F)cc2)c1 (some centres undefined),25,3,nt,-4,nt,18,5,nt,2,-0.3
COc1cccc(/C=C2\SC(=S)N(C(C)C(=O)NC3C=CS(=O)(=O)C3)C2=O)c1 (centres undefined),9,9,-1,-2,-19,22,15,-4,5,0.0
O=C(NCC1CCN(Cc2ccccc2F)CC1)Nc1cccc(Br)c1,-9,4,-1,-1,-39,0,12,4,3,-2.1
O=C(COC(=O)CSc1ccc([N+](=O)[O-])cc1)NC1CCCCCCC1,-4,-2,nt,-2,nt,-3,nt,nt,nt,0.1
O=c1cc(NCCCO)c2ccccc2o1,14,3,3,5,-25,-6,9,-2,1,0.2
N#CC1=C(N)Oc2cc(N)ccc2C1c1ccccc1F (centres undefined),-1,-4,6,2,13,10,3,5,-1,1.7
Cc1c(NC(=S)N/N=C\c2ccccc2O)c(=O)n(-c2ccccc2)n1C,-22,9,-2,2,7,48,9,-4,1,-46
Cc1nc(NNC(=O)c2ccc([N+](=O)[O-])cc2)cc(-c2ccccc2)n1,-11,-10,7,-3,-39,-4,10,1,-2,-0.1
Cc1onc(-c2ccccc2)c1C(=O)OCC(=O)NC(=O)c1ccccc1,21,-3,nt,-1,nt,14,3,nt,-1,-2.6

# HSF-1 act, hit marks shown above.
Compound	aSyn 5UTR inh	HSF1 inhib	HSP90 inh	GSK3 alpha inh	KLF5 inh	HSF-1 act	AI-2 QS modul	GSK3B inh
COc1c(OC(C)=O)ccc(/C=C/c2ccc3cccc(OCc4ccccc4)c3n2)c1[N+](=O)[O-]	-129	45	14	2	-24	61*	24	1

# (cont.)
SMILES,aSyn 5UTR inh,HSF1 inhib,HSP90 inh,GSK3 alpha inh,KLF5 inh,HSF-1 act,AI-2 QS modul,IEC-6 cytotox,GSK3B inh,HIF activator
COc1cccc(NC(=O)N2C3CCCC2CC(NC(=O)C2CC2)C3)c1 (centres undefined),-8,6,0,0,-44,9,7,4,-2,0.4
CCCOc1ccc(CCc2n[nH]c(=S)n2-c2ccccc2)cc1,-10,-1,2,-2,-1,8,13,2,5,0.3
Cc1cc(N2CCCCCC2)n2nc(C)c(-c3ccccc3)c2n1,1,3,-2,1,-5,8,21,-4,0,-1.2
CCCCCOC(=O)c1ccc(N2C(=O)C3C4C=CC(C4)C3C2=O)cc1 (centres undefined),11,10,6,-3,-29,26,-4,0,3,-0.3
COc1ccc(CN=Cc2c(O)[nH]c3ccccc23)cc1,-5,1,0,2,-40,17,-90*,-1,3,0.4
CC1(c2nnc(-c3ccccc3)o2)CC(c2ccc(F)cc2)=NO1 (centres undefined),-11,1,nt,0,nt,-3,-2,nt,3,-0.3
O=[N+]([O-])c1ccc(OCC2CC(c3ccccc3)=NO2)cc1 (centres undefined),-32,10,2,-6,-5,38,-6,5,0,0.7
CCN1CC(CN(C)Cc2nc(-c3cccs3)no2)CC1=O (centres undefined),-28,1,1,2,-21,-2,13,2,2,0.6
Cc1ccc(N=C2SCCCN2C(=O)C2=COCCO2)cc1Cl,-16,-2,nt,-2,nt,-8,12,nt,-3,0.6
CN1/C(=C\C(=S)NC(=O)c2ccc([N+](=O)[O-])cc2)C(C)(C)c2ccccc21,-20,-8,-5,nt,-48,-8,5,5,0,0.1
O=C1CSC(c2cccc(Cl)c2Cl)N1c1ccccn1 (centres undefined),17,-3,-2,1,-29,-3,-36,-1,-4,-0.6
NS(=O)(=O)c1ccc(CCNC(=O)C2CCN(c3ncnc4c3nc3n4CCCCC3)CC2)cc1,14,-4,-1,-2,-7,6,21,2,0,-0.4
O=c1ccnc(NCCc2ccccc2)[nH]1,nt,nt,-1,0,-16,nt,24,-2,-7,nt
COc1ccc(C(=O)c2ccc(N3CCN(C4CC(=O)NC4=O)CC3)cc2)cc1F (centres undefined),21,1,0,0,21,12,30,6,3,-0.4
CNC(=S)N(CCc1ccc(S(N)(=O)=O)cc1)C1CC(=O)N(c2ccccc2F)C1=O (centres undefined),-25,2,0,0,-17,-8,7,6,1,0.1
O=C(NCc1ccco1)c1cnn2c(C(F)F)cc(-c3ccccc3)nc12,37,-1,3,1,-33,-2,29,5,-1,-0.1
O=C1c2ccccc2-c2onc3ccc(NCCCn4ccnc4)c1c23,32,2,9,63*,3,8,15,12,-29,-1.2
Cn1c(C(=O)O)c(CC(=O)Nc2ccc(F)cc2F)c2ccccc21,2,-1,5,-5,-7,0,18,6,1,-16
FC(c1nc2ccccc2[nH]1)C(F)(F)F (centres undefined),9,-5,4,nt,1,-7,5,4,0,0.3
COCCN1C=C(C(=O)OC)C(c2ccc(Cl)cc2)C(C(=O)OC)=C1,35,9,-2,-1,-11,15,6,-4,-5,-0.1
O=C(CCC1CCCN(Cc2ccc3c(c2)OCCO3)C1)NCc1ccccc1F (centres undefined),-2,-8,3,-2,-30,16,19,-6,2,-0.9
CCOC(=O)C1=C(O)C(=O)N(Cc2ccccc2)CC1,-2,18,3,-2,-11,46,16,0,1,0.2
O=C(c1cccnc1Nc1ccc2c(c1)CCC2)N1CCOCC1,-27,-8,-1,-1,3,-17,11,0,1,nt
Cc1ccc(-n2c(N)c(C(=O)NCc3cccnc3)sc2=S)cc1,4,-3,7,0,5,-1,19,2,-27,-2.7
COc1ccccc1CN1[C@@H](CC(=O)O)c2cc(F)ccc2S1(=O)=O,13,3,nt,-2,nt,3,-3,nt,1,-0.2
CC(=O)NC(Cc1ccccc1)C(=O)OCC(=O)c1ccc(Br)cc1 (centres undefined),-9,-3,2,-2,-9,3,4,-7,3,-0.3
O=C(COC(=O)CCN1C(=O)c2cccc([N+](=O)[O-])c2C1=O)NC1CCS(=O)(=O)C1 (centres undefined),13,2,-4,nt,-21,-13,27,-3,-1,0.4
Cc1cc(NC(=O)CSc2nnc(-c3ccc([N+](=O)[O-])cc3)o2)no1,1,0,7,1,-17,13,18,2,0,0.0
COC(=O)/C(=N/Nc1ccccc1C)Sc1nnc(C(O)c2ccccc2)n1-c1ccccc1 (centres undefined),2,2,2,-1,-36,9,29,-7,-3,-0.6

# Quoted from the listing:
# HSF-1 act, `O=C(COC(=O)CCN1C(=O)c2cccc([N+](=O)[O-])c2C1=O)NC1CCS(=O)(=O)C1` (centres undefined) : -13
# GSK3 alpha inh, `O=C1c2ccccc2-c2onc3ccc(NCCCn4ccnc4)c1c23` : 63*
# GSK3 alpha inh, `Cc1nc(NNC(=O)c2ccc([N+](=O)[O-])cc2)cc(-c2ccccc2)n1` : -3
# AI-2 QS modul, `Cc1ccc(N=C2SCCCN2C(=O)C2=COCCO2)cc1Cl` : 12
